Assay outcomes from PubChem BioAssay.
FBPA coupling cs: counter-screen for Giardia aldolase inhibitors: coupling enzyme system. coupling enzyme system counterscreen, AmpLite Red fluorescence. activity change, negative = inhibition, % at 58.2 µM, hits read low. hit rate 0.67% among 290,000. AID 2472; in the data active = activity change below about -30%
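Compounds tested against the coupling enzymes alone at 57.5 uM final; readout was AmpLite Red fluorescence (525/598 nm) after 20 min at RT.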
BCR signal inh: blocks chronic active B-cell receptor signaling. ABC-DLBCL IkBa-CBG/CBR reporter, luminescence ratio, 4 h. Potency, µM (top dose mostly 46.1 µM), without a hit: at the top dose ratio change, negative = lower green/red ratio, usual class: inhibitors. hit rate 0.05% among 340,000; active = well fitted inhibition curve with a large enough effect in the signal ratio, with a control signal flat, not every such curve was filed as active; inconclusive = small, poorly fitted or top-dose-only effect, or effect the other way, or a change in a side signal; the % refers to the signal ratio;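 also: potency is read from the fitted curve at half-maximal effect; plate controls were basal doxycycline-induced cells for no effect and cells given 10 µM MG132 for full effect; MG132 reads +100%, hits lower the ratio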
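Doxycycline induced both beetle luciferases in TMD8 lymphoma cells; IKK-driven degradation limits the IkappaBalpha-fused green signal, while red luminescence normalises for cell number and nonspecific effects. Compounds tested up to 46 uM, 4 hrs.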
hERG WT inh: inhibitors of human wildtype KCNH2 potassium channel. U2OS, BacMam KCNH2, thallium flux FluxOr; hits give low values. activity change, % at 1.84 µM. hit rate 0.37% among 340,000. AID 720551;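 active = maximum activity change below -70%; inconclusive = maximum activity change between -70% and -50%; inactive = maximum activity change above -50%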
Target sequence (Q12809 whole entry, looked up): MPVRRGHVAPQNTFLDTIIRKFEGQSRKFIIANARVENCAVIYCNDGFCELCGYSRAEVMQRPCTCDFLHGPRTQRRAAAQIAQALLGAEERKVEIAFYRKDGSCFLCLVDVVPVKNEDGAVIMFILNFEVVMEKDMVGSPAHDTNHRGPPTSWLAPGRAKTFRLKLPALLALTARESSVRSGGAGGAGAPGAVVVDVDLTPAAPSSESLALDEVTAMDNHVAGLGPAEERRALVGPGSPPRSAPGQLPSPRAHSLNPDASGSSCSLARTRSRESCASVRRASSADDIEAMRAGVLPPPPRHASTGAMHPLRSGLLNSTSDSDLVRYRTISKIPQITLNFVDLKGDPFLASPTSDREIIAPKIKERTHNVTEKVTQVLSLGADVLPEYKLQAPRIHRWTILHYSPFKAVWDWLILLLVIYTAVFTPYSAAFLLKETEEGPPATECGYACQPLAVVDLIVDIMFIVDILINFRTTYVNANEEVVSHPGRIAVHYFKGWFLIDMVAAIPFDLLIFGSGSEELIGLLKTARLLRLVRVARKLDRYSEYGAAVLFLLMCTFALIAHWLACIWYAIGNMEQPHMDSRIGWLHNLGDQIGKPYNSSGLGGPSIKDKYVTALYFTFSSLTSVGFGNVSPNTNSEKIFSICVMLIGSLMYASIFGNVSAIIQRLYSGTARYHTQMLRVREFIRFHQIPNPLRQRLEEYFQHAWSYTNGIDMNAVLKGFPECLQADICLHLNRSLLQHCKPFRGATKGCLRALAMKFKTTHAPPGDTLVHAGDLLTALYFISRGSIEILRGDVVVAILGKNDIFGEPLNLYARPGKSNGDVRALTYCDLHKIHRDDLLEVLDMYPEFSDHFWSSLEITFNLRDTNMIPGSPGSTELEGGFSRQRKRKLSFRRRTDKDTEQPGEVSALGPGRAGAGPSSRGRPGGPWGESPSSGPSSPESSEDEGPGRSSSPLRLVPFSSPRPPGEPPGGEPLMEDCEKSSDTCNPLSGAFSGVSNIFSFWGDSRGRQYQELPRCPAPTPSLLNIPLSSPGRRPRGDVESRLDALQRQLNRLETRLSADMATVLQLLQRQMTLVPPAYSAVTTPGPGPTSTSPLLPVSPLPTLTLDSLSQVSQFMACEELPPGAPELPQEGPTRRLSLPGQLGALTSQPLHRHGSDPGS
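U2OS cells transduced with wild-type KCNH2 virus are loaded with FluxOr dye for 45 min, and thallium flux is measured in kinetic reads before and after stimulation buffer. Rate constants are normalized to DMSO controls.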
B2AR arrestin: beta2AR (human) beta-arrestin recruitment activity; beta-arrestin recruitment to beta2AR, cell-based reporter; Potency, µM (top dose mostly 46.1 µM), without a hit: at the highest dose activation, hits mostly activators; hit rate 0.02% among 330,000; AID 492947;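 also: potency is read from the fitted curve at half-maximal effect; 0% = DMSO controls and full agonism = EC100 isoproterenol or metaproterenol; nearly all actives have a fitted effect of over 65% in size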
PKM2 act: increases activity of human pyruvate kinase M2. hit rate 0.34% among 260,000. P14618. purified PKM2, Kinase-Glo ATP luminescence, activation; response scale: 0% is enzyme alone, no compound. Potency, µM (titrated, usually from 57.5 µM), for inactives: at the top dose activation, hits mostly activators; also: potency is read from the fitted curve at half-maximal effect; nearly all actives have a fitted effect of over 55% in size
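Purified hPK-M2 (>95% pure) converted ADP (0.1 mM final) to ATP with 0.5 mM PEP in 50 mM imidazole pH7.2, KCl, MgCl2, Tween 20, BSA; 1 h at room temperature. ATP detected by Kinase-Glo luminescence.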
USP2a block: blocks human ubiquitin-specific protease USP2a; O75604; USP2 core, Ub-CHOP2 coupled fluorogenic reporter, 485/531; Potency, µM (highest dose often 38.3 µM), without a hit: at the top dose activity change, negative = inhibition, usual class: inhibitors; hit rate 0.01% among 330,000;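 also: potency is read from the fitted curve at half-maximal effect; plate controls were DMSO wells for no effect and full inhibition by NEM control for full effect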
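USP2 core (10nM final) preincubated 30min RT with compound in 20mM Tris-HCl pH 8.0, 2mM CaCl2, 2mM beta-mercaptoethanol, 0.05% CHAPS; 25nM Ub-CHOP2 plus 25nM reporter substrate added, fluorescence (Ex485/Em531) read after 60min.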
uPA generation: cell surface uPA generation inhibition | Potency, µM (doses to about 38.3 µM), for inactives: at the highest dose activity change, negative = inhibition, usual class: inhibitors | cell surface uPA generation assay, qHTS | hit rate 0.31% among 330,000 | AID 540303; active = well fitted inhibition curve with a large enough effect; inconclusive = small, poorly fitted or top-dose-only effect; inactive = no such curve, though single readings can be large or run the other way; tested in mouse RAW 264.7 cells; also: potency is read from the fitted curve at half-maximal effect; nearly all actives have a fitted effect of over 55% in size
KCNH2 3.1 inh: KCNH2 3.1 (human) potassium channel inhibition. U2OS KCNH2 3.1, thallium flux FluxOr; hits give low values. activity change, % (tested at about 1.8 µM). hit rate 0.95% among 340,000;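 active = maximum activity change below -70%; inconclusive = maximum activity change from -70% to -50%; inactive = maximum activity change above -50%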;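 also: thallium influx rate constant from kinetic fluorescence after stimulation buffer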
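Normalized rate constant (relative to positive and negative DMSO controls) derived from a 2 min kinetic fluorescence read after stimulation; U2OS cells expressing the 3.1 isoform via virus at 1.77 x 10^8 /mL.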
Eya2 phos inh: blocks the phosphatase activity of human Eya2; hit rate 0.006% among 330,000; recombinant Eya2, OMFP fluorescence dephosphorylation (OMFP is methylfluorescein phosphate); O00167; Potency, µM (top dose mostly 76.9 µM), for inactives: top-dose activity, negative = inhibition, actives largely listed as inhibitors; also: potency is read from the fitted curve at half-maximal effect
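Eya2 (0.2 uM) preincubated 10 min at ambient with compound, then OMFP substrate added at 50 uM; 10 min reaction in 50 mM HEPES pH 7.5, 50 mM NaCl, 5 uM MgCl2, 0.05% BSA, 1 mM DTT. Fluorescence read at Ex 485/Em 525 nm.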
GALK inh: blocks human galactokinase activity. Purified GALK, Kinase-Glo residual ATP luminescence. Potency, µM (top dose mostly 57.5 µM), without a hit: top-dose activity change, negative = inhibition, usual class: inhibitors. hit rate 0.007% among 270,000; also: potency is read from the fitted curve at half-maximal effect
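Quantitative HTS: GALK 5 nM, ATP 35 uM, galactose 100 uM, 1 h room temperature, then luciferase-based ATP detection.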
Giardia killer: kills Giardia lamblia; hit rate 0.15% among 340,000; activity change, % at 7.66 µM, hits read low; AID 540267; Giardia lamblia trophozoite viability; in the data active = activity change below about -80%; inconclusive = between about -30% and that limit;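 also: parasites exposed to compound for two days anaerobically before the ATP read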
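Each well holds 100 Giardia trophozoites and compound. After two days (48 hrs) at 37 deg C in anaerobic conditions, ATP is quantified by luminescence.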
An asterisk follows results filed as active; u = inconclusive; x = not tested or not shown; [ ] = remark or other dose. Unless noted, calls follow the shape of the dose curve; as a rule, active = well fitted curve in the direction sought with a large enough effect; inconclusive = small, poorly fitted or top-dose-only effect, or another doubt; inactive = no such curve, though single readings can be large; an effect the other way counts as inactive or inconclusive. Unless noted, % is scaled to controls: 0 for no effect and ±100 for the full control effect.

Every second line gives: FBPA coupling cs, BCR signal inh, hERG WT inh, B2AR arrestin, PKM2 act, USP2a block, uPA generation, KCNH2 3.1 inh, Eya2 phos inh, GALK inh, Giardia killer
> NC(=O)c1cc([N+](=O)[O-])cc2c1C=Cc1ccccc1O2
→ 0, -1%, -9, -0.3%, -4%, -1%, 3%, 2, 8%, 8%, 2
> Cc1noc(C)c1S(=O)(=O)N(C)C[C@H]1Oc2ccc(NS(=O)(=O)c3ccc(F)cc3)cc2C(=O)N([C@H](C)CO)C[C@@H]1C
→ x, -1%, -3, -1.2%, x, 4%, -7%, 3, -3%, x, -25
> Cc1ccc(/C=C/S(=O)(=O)NCCC(=O)NCc2ccccc2F)cc1
→ x, -5%, -2, -0.4%, x, -2%, 1%, -7, -26%, x, -9
> CC(=O)c1c(C)nn(C(=O)c2cccs2)c1C
→ 0, u, -6, -0.8%, -1%, 0%, -5%, 9, 0%, 2%, -26
> Cc1nn2cc(-c3ccc(Cl)cc3)cnc2c1Br
→ -2, u, 2, -0.3%, -17%, 2%, 1%, 19, 23%, 5%, -20
> CCc1c(C)c(C#N)c2nc3ccccc3n2c1Nc1c(C)n(C)n(-c2ccccc2)c1=O
→ -3, 5%, -17, 0.1%, -1%, -1%, x, 1, -4%, -2%, 3
> CCN1CCN(C(=S)NC(=O)/C=C/c2cccs2)CC1
→ 4, u, 7, 0.5%, -8%, -2%, -4%, -4, 9%, -1%, 1
> COc1cc(C(=O)NCC(c2cccs2)N2CCc3ccccc32)cc(OC)c1OC (configuration not stated)
→ x, u, 4, -0.2%, x, -2%, 3%, -10, -20%, x, -4
> CN(c1ccccc1)S(=O)(=O)c1ccc2c(c1)OCCO2
→ x, 1%, 7, -0.2%, x, 2%, -17%, -8, 3%, x, -4
> O=C(NC1CCC(O)CC1)c1cccnc1Sc1ccccc1Cl (configuration not stated)
→ x, -4%, -10, 0.2%, 0%, 1%, 0%, x, -2%, 2%, -25
> COc1ccc(C(C(=O)NC2CCCC2)N(C(=O)c2ccco2)c2ccc(OC)c(OC)c2)cc1 (configuration not stated)
→ -2, 5%, -3, -0.2%, -2%, 0%, -4%, -7, -29%, -2%, 18
> C=C(C)C1CC=C(C)/C(=N/NC(=O)COc2cccc(C)c2)C1 (configuration not stated)
→ 0, 10%, -8, -0.7%, -1%, -2%, 5%, 17, -7%, 0%, -2
> Cn1c(N)c(C(=O)COC(=O)/C=C/c2ccccc2)c(=O)n(C)c1=O
→ x, 4%, 1, 0.0%, x, 0%, -2%, -12, 0%, x, 3
> CC(C)N1CC=C2C(C#N)=C(N)C(C#N)(C#N)C(c3ccccc3)C2C1 (configuration not stated)
→ -17, 14%, 1, 0.1%, -4%, 27%, -4%, 9, -10%, 0%, 20
> CC(C)CN(C(=O)COC(=O)CCc1c[nH]c2ccccc12)C1CCS(=O)(=O)C1 (configuration not stated)
→ -1, -27%, 12, -0.1%, -10%, 1%, 5%, -7, -10%, -3%, 1

Single records, from the list above. Values in the order: FBPA coupling cs	BCR signal inh	hERG WT inh	B2AR arrestin	PKM2 act	USP2a block	uPA generation	KCNH2 3.1 inh	Eya2 phos inh	GALK inh	Giardia killer
Cc1noc(C)c1S(=O)(=O)N(C)C[C@H]1Oc2ccc(NS(=O)(=O)c3ccc(F)cc3)cc2C(=O)N([C@H](C)CO)C[C@@H]1C as listed: x	-1%	-3	-1.2%	x	4%	-7%	3	-3%	x	-25
CC(C)CN(C(=O)COC(=O)CCc1c[nH]c2ccccc12)C1CCS(=O)(=O)C1 (configuration not stated) as listed: -1	-27%	12	-0.1%	-10%	1%	5%	-7	-10%	-3%	1
Cc1nn2cc(-c3ccc(Cl)cc3)cnc2c1Br as listed: -2	u	2	-0.3%	-17%	2%	1%	19	23%	5%	-20
CCc1c(C)c(C#N)c2nc3ccccc3n2c1Nc1c(C)n(C)n(-c2ccccc2)c1=O as listed: -3	5%	-17	0.1%	-1%	-1%	x	1	-4%	-2%	3
Cn1c(N)c(C(=O)COC(=O)/C=C/c2ccccc2)c(=O)n(C)c1=O as listed: x	4%	1	0.0%	x	0%	-2%	-12	0%	x	3

Next part.
Every second line gives: FBPA coupling cs, BCR signal inh, hERG WT inh, B2AR arrestin, PKM2 act, USP2a block, uPA generation, KCNH2 3.1 inh, Eya2 phos inh, GALK inh, Giardia killer
> O=C(NC1CCCCCC1)C1CCN(C(=O)c2ccc(Br)cc2)CC1
→ x, -5%, -15, 0.2%, 0%, 6%, -14%, -2, 1%, -2%, 6
> COc1cc2c(cc1OC)CN(CC(=O)Nc1ccccc1C#N)CC2
→ 2, u, 8, -0.5%, 2%, 3%, -3%, -12, 5%, -2%, 12
> CC1CCCCN1CCCNC(=O)Cn1ncc2c([nH]c3ccccc32)c1=O (configuration not stated)
→ 2, 3%, -6, -0.7%, 0%[0.46 µM], 1%, 1%, 2, 2%, 2%, 8
> O=C(Nc1ccccc1)Nc1sccc1-c1nc2ccccc2s1
→ -10, 9%, -1, -0.5%, 1%, -2%, 1%, -4, -12%, 0%, 7
> Cc1ccc2cc(C)c(N3CCN(c4ccccn4)CC3)nc2c1
→ 0, u, -1, 0.1%, 24%, 1%, -16%, -25, -15%, 1%, 2
> Cc1cccn2cc(CSc3ccccc3N)nc12
→ -1, u, 20, 0.6%, 2%, 3%, -12%, -6, -1%, 1%, -17
> COc1cc(OC)cc(-c2sc3ccc(OC)cc3c2C#CC2(N)CCCCC2)c1
→ x, -5%, x, -0.1%, x, 3%, -24%, x, 4%, x, -13
> O=C1c2ccccc2C(=O)N1CC1c2ccccc2CCN1S(=O)(=O)c1ccccc1 (configuration not stated)
→ -5, 3%, -6, -0.2%, -3%, 0%, 8%, -8, -12%, -1%, 1
> Cc1nccn1-c1ncnc2sc3c(c12)CCCC3
→ 6, -11%, -1, -0.5%, 2%, 5%, 2%, 7, 2%, 4%, 4
> O=C(NCCNC(=O)c1ccco1)c1ccc(F)cc1
→ -1, 0%, -9, -0.3%, 0%, 3%, 4%, -18, 11%, -1%, -9
> CCCCOC(=O)c1cc(Cl)c(O)c(OC)c1
→ 4, 1%, -2, u, -3%, 2%, 1%, -2, -13%, 0%, 19
> CC(C)CCNC(=O)CN(C(=O)Cn1nnc(-c2ccc(F)cc2)n1)C1CCCC1
→ 6, -4%, -31, -0.3%, -2%, 3%, x, 11, 12%, 4%, -4
> CCOc1cccc(C(=O)NCc2ccccc2)c1
→ 3, 2%, -2, -0.1%, 2%, 2%, 5%, -7, 5%, 0%, 4
> COc1ccc(-c2csc(N3CCN(S(=O)(=O)c4ccc5c(c4)NC(=O)CO5)CC3)n2)cc1
→ x, -2%, -8, -0.4%, x, 0%, -25%, -6, 0%, 6%, -10
> O=C(c1ccccc1)N(Cc1cccnc1)C1(C(=O)Nc2ccccc2)CCCCC1
→ 7, -2%, -7, -0.2%, -2%, 6%, 0%, 9, -5%, 1%, 2
> FC(F)(F)c1ccccc1NC(=S)N1CCN(c2ccccn2)CC1
→ 1, -2%, 8, 0.5%, 1%, 3%, u, 3, 7%, -3%, 11
> CC(C)(C)c1ccc(C(=O)N2CCC(C(=O)NC3CC3)CC2)cc1
→ 5, u, 8, -0.3%, x, 3%, -6%, 26, -4%, -2%, 2
> Fc1ccc(CNC(=S)Nc2cccc(C(F)(F)F)c2)cc1
→ 0, 9%, 3, -0.7%, -21%, 1%, 3%, 4, -2%, x, -12
> COc1ccc(Cl)cc1Nc1nnc(-c2ccncc2)s1
→ 1, -1%, 7, -0.2%, x, 1%, 1%, -11, -14%, -2%, 3
> C#CCSc1nnnn1-c1cccc(Cl)c1
→ 5, 1%, -12, -1.2%, 3%, -1%, -5%, 0, -5%, -2%, 3
> CCC(=O)Oc1ccc(C(=O)Nc2cccc(C(=O)NCC(C)C)c2)cc1
→ 1, u, 2, 0.7%, -8%, 4%, -4%, -11, -11%, 8%, 3
> COc1ccc([N+](=O)[O-])cc1NC(=O)CSc1ccccc1
→ 3, 8%, -15, 0.2%, -1%, 1%, -1%, 7, 3%, -1%, -18
> COc1ccc2c(c1)[nH]c1c(=O)n(Cc3ccccn3)cnc12
→ 3, u, -16, 0.6%, -6%, 1%, -3%, 1, -4%, 0%, -5
> Cc1nc(N2CCN(Cc3ccccc3)CC2)nc2c1CCC2
→ 0, 4%, -2, 0.2%, 4%, 0%, 5%, x, -7%, 1%, 26
> Cc1nc(Nc2ccc(Cl)cc2)c2nnn(Cc3ccccc3)c2n1
→ 4, 3%, -3, 0.2%, -1%, 4%, -1%, -26, -2%, 0%, -7
> O=C(Nc1ccccc1C(=O)N1CCCCC1)c1ccco1
→ 2, 0%, 13, 0.0%, x, 2%, 2%, -22, -4%, 6%, 1
> CCOc1ccc(-c2n[nH]c(C(=O)NN)c2C)cc1
→ 0, 2%, -11, -0.7%, 4%, -1%, -4%, -5, 1%, 1%, -11
